Bioassay records deposited in PubChem BioAssay by Broad Institute.
LGR2 antag: blocks bursicon-induced cAMP signaling via Drosophila LGR2. AID 720647. HEK293 LGR2, CRE-luciferase, bursicon-stimulated, 4 h. inhibition, % at 9.99 µM. actives 0.35% (n = 380,000);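 active = drop in luminescence signal, shown as inhibition above about 50% in the replicate tests, limit read from the data, passing the limit was not always enough; inconclusive = probably only some replicates passing the limit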;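 also: agonist challenge used bursicon conditioned medium at about half maximal strength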
ERAP1 inh: inhibitors of human ERAP1 aminopeptidase. Q9NZ08. recombinant ERAP1, Leu-AMC fluorescence, 60 min. inhibition, % at 10.7 µM. actives 0.15% (n = 340,000). AID 652197;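 active = mean replicate inhibition of at least 30%, or all replicates individually reaching that 30% level; inactive = mean below 30% and not every replicate reaching it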;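 also: 0% = neutral control wells and 100% = L-leucinethiol positive control wells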
Target sequence (Q9NZ08 whole entry, looked up): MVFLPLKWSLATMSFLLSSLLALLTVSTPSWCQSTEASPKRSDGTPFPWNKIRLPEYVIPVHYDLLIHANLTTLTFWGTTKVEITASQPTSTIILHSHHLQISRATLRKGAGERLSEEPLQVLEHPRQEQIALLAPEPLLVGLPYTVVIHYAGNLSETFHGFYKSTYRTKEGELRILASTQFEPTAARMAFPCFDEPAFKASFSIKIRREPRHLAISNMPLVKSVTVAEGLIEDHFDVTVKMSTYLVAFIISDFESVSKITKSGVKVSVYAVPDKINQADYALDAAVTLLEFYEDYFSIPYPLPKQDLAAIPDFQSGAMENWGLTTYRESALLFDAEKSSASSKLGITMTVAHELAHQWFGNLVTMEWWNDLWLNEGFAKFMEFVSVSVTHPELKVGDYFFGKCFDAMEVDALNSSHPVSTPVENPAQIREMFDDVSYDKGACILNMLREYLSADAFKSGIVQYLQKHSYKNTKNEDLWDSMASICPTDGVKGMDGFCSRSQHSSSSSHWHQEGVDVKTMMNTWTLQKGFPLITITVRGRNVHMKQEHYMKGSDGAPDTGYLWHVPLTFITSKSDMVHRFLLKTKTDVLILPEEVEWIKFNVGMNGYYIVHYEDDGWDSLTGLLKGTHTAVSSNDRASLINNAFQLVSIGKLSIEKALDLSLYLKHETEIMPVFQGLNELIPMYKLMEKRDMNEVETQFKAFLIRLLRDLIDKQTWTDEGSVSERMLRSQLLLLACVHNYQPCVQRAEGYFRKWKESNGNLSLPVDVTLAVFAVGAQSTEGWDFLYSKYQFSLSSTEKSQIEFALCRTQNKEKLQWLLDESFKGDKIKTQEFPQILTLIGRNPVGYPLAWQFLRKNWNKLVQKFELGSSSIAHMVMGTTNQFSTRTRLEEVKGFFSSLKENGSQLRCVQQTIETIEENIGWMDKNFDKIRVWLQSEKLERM
S100A4 inh HTS: S100A4-myosin IIA interaction inhibition; P26447; S100A4/TAMRA-MyoIIA peptide fluorescence polarization; inhibition, % at 10.7 µM; actives 0.14% (n = 360,000); AID 652163;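 active = mean inhibition of at least 70% across replicates, with every replicate also reaching that level; inconclusive = mean inhibition reaches 70% but some replicates fall short; inactive = mean inhibition below 70%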
Target sequence (P26447 whole entry, looked up): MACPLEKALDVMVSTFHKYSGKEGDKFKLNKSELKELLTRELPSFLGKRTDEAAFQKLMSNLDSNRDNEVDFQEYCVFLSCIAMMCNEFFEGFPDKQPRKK
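incubation = readout 5 min after mixing, signal stable up to 60 min | system = S100A4 monomer protein | buffer or medium = HEPES pH 7.2 with CaCl2, KCl, NaCl, DTT, Triton | benchmarks = neutral control DMSO, positive control TFP | also added = fluorescent myosin IIA peptide, 5 nM | compound dosing = one concentration per compound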
PGC1a acetyl inh: modulators of PGC1a acetylation | inhibition, % at 15.6 µM | AID 651687 | actives 0.17% (n = 350,000) | U2OS PGC1a acetylation, AlphaScreen anti-acetyl-lysine; with virally co-expressed GCN5 acetyltransferase;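 active = every replicate shows inhibition of at least 40%; inconclusive = mean inhibition at least 40% but some replicate below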;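 also: 0% = neutral control wells and 100% = positive control wells; some results beyond the cut were filed as inactive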
Statin myotox sup: protects C2C12 myotubes from simvastatin toxicity; ATP luminescence, 48 h; scaled: DMSO 0, geranylgeraniol control 100; rescue of ATP level, % at 7.49 µM; actives 0.78% (n = 330,000); AID 602340;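 active = mean ATP rescue above about 67%, or every replicate alone reaching that limit, limit read from the data, passing the limit was not always enough; inconclusive = no clear call, values can overlap the other calls; inactive = mean under the limit and some replicate under it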;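 also: myotubes were challenged with 10 µM simvastatin during compound exposure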
Xi reactivation: activators of X-chromosome reactivation in mouse fibroblasts; XiGFP mouse fibroblasts, % GFP-positive cells imaging, 3 d; cells co-treated with 5-aza-dC sensitizer; scaled so ellipticine positive control = 100%; activation, % at 7.58 µM; actives 0.055% (n = 360,000); AID 743238;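 active = mean normalized replicate activation at least 10% and every replicate at or above 10%; inconclusive = only one of the two criteria met; inactive = mean below 10% and not all replicates reach 10%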;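 also: 0% = median of on-plate neutral control wells and 100% = ellipticine 6 µM median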
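System: 68-5-11 XiGFP fibroblast line | Buffer or medium: DMEM containing 5-aza-dC | Compound: Single point | Times: Compounds 3 days, fix/stain 15 min at room temperature | Benchmarks: Positive control ellipticine, 6 µM final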
SIRT5 inh: blocks human SIRT5 desuccinylation of peptide. Q9NXA8. Purified SirT5, succinyl-peptide AMC, trypsin-coupled fluorescence. inhibition, % at 15 µM. actives 1.1% (n = 330,000); in the data active = inhibition above about 15%; inconclusive = no clear call, values can overlap the other calls
Cneo AK release: Cryptococcus neoformans lysis via adenylate kinase release; AID 651654; lysis activity, % at 15 µM; actives 0.2% (n = 360,000); C. neoformans lysis, adenylate kinase release luminescence, 4 h; normalised: neutral wells 0, clomiphene wells 100;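 active = mean lysis activity across replicates of at least 80%, whatever share of replicates individually reach that level; inactive = mean lysis activity below 80%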
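Material – Cryptococcus neoformans yeast cells · Quantity – 5 × 10^6 yeast cells/mL · Buffer or medium – YPD medium · Compound – single dose · Timing – 4 h static compound exposure, 37 °C, read 1 h post-reagent · Signal – adenylate kinase release luminescence · Read-out basis – lysis from increased AK signal · Benchmarks – Clomiphene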
* = called active by the depositor; ? = inconclusive; · = not tested or not shown.

Structure,LGR2 antag,ERAP1 inh,S100A4 inh HTS,PGC1a acetyl inh,Statin myotox sup,Xi reactivation,SIRT5 inh,Cneo AK release
CC1CN(CCOc2ccc(Cl)cc2Cl)CC(C)O1 (stereo unspecified),-19,2,-2,-10,3,0.2,-2,-4
Cc1cc(C(=O)N2CCC(C)CC2)on1,-8,0,1,2,·,-0.1,-4,1
CCOC(=O)C1(C)CCN1C(=O)c1oc2ccccc2c1C (stereo unspecified),-9,8,1,-10,-8,0.7,-3,0
C[C@@H]1CCCCO[C@@H](CN(C)S(=O)(=O)c2ccccc2)[C@@H](C)CN([C@H](C)CO)C(=O)c2cc(NS(=O)(=O)c3cccs3)ccc2O1,-12,-1,-35,5,·,0.1,5,0
N#C[C@@H]1[C@H](c2ccc(C3=CCCC3)cc2)[C@H](CO)N1C(=O)C1CCC1,11,1,-4,-8,-3,0.3,-4,1
C[C@@H]1CN([C@@H](C)CO)C(=O)c2cccc(NC(=O)Nc3ccc4c(c3)OCO4)c2O[C@H]1CN(C)S(=O)(=O)c1ccccc1,-12,2,-30,8,34,-0.1,2,-60
C[C@H](CO)N1C[C@H](C)[C@@H](CN(C)CC2CC2)OCCCC[C@H](C)Oc2ccc(NC(=O)Nc3ccc(F)cc3)cc2C1=O,11,1,-2,4,25,0.0,2,3
CCOC(=O)C1=C(CS(=O)(=O)c2ccc(Cl)cc2)NC(=O)NC1c1ccc(O)c(OC)c1 (stereo unspecified),-7,-1,12,2,17,0.0,-4,1
CC(C)CC(=O)NC(=S)Nc1ccc(N2CCOCC2)cc1,-8,-5,2,·,·,0.5,0,·
O=C(c1cccc2ccccc12)N1CCN(Cc2ccccc2F)CC1,13,3,-3,14,27,0.1,-1,0
O=C(Cc1ccncc1)Nc1ccc2c(c1)[C@@H]1C[C@H](CC(=O)N3CCCCC3)O[C@@H](CO)[C@@H]1O2,3,1,-6,-1,5,-0.1,4,16
C[C@@H]1CN([C@@H](C)CO)C(=O)c2cc(NC(=O)Nc3ccc(F)cc3)ccc2O[C@H]1CN(C)Cc1ccc(Oc2ccccc2)cc1,7,1,12,7,·,-0.1,-1,2
COc1ccc(S(=O)(=O)Nc2cccc3c2O[C@@H](CN(C)S(C)(=O)=O)[C@@H](C)CN([C@@H](C)CO)C3=O)cc1,1,-1,-3,10,·,0.0,2,57
O=[N+]([O-])c1ccc2c(c1)CCCO[C@]21O[C@H](CCO)C[C@H](O)[C@H]1O,11,-5,-1,·,·,-0.2,-1,·
N/C(=N\OC(=O)c1cccc(Br)c1)c1ccccc1,?,·,·,14,8,·,·,-1
CCc1nc2ccc(C(=O)NCCCN3CCCC3=O)cn2c1N(C)Cc1ccc(OC)cc1,-2,-6,3,-3,38,0.0,1,-1
C[C@@H]1CN([C@@H](C)CO)C(=O)c2cc(NS(=O)(=O)c3cccs3)ccc2O[C@@H]1CN(C)C(=O)Nc1ccc(F)cc1,2,-3,-13,1,·,0.3,0,-4
CC(OC(=O)C1CC1)C(=O)Nc1ccc([N+](=O)[O-])cc1Cl (stereo unspecified),-13,0,-1,9,·,-0.1,·,·
COc1ccc(N2C(=O)CC(N3CCN(c4ccc(S(=O)(=O)N5CCCC5)cc4)CC3)C2=O)cc1 (stereo unspecified),-23,·,·,-14,6,·,·,3
CCOC(=O)C1=C(C)NC2=C(C(=O)CCC2)C1c1cccs1 (stereo unspecified),5,·,·,0,10,·,·,-7
O=C(NCc1ccc(Cl)cc1)c1cc(=O)[nH]c2ccccc12,9,2,15,·,-6,0.2,-2,1
COc1ccc2c3c(n(C)c2c1)[C@H](CO)N(C(=O)C1CCOCC1)CC31CN(C(=O)C2CC2)C1,25,1,-4,·,·,0.0,3,·
COc1cnn(-c2ccc(F)cc2)c(=O)c1Br,-18,-2,-3,-1,·,0.0,1,·
FC(F)(F)c1cccc(Cc2noc(CN3CCCC(CN4CCCC4)C3)n2)c1 (stereo unspecified),-6,-7,1,-2,0,0.0,-6,0
O=C(Cc1ccccc1)Nc1nc(-c2ccc(F)c(F)c2)cs1,10,-3,-4,-62,12,0.5,-4,6
CCc1cccc(CC)c1NC(=O)c1ccc(-c2cc(Cl)ccc2Cl)o1,2,0,0,·,-8,0.2,1,-1
C[C@H](O)C#Cc1cnc2c(c1)C(=O)N([C@@H](C)CO)C[C@@H](C)[C@@H](CN(C)C(=O)c1ccccc1)O2,-28,0,-6,1,-9,-1.3,2,-4
CCCCOc1ccc(N(CC(=O)NC(C)(C)CC)C(=O)CCC(=O)Nc2ccccn2)cc1,8,-2,-4,-7,25,-0.1,-3,4
CCc1ccccc1N(CC(=O)NCc1ccccc1)C(=O)CCC(=O)Nc1ccccn1,0,-3,-3,·,18,0.5,1,-1
O=C(Nc1ccc(S(=O)(=O)Nc2ncccn2)cc1)c1cccnc1,·,-3,-2,·,·,0.3,1,·
O=C(C[C@@H]1CC[C@@H]2[C@H](COC[C@H](O)CN2S(=O)(=O)c2cccc(F)c2)O1)NC1CCC1,-1,-1,5,0,-5,0.1,-4,-2
c1ccc(-c2nc3nc4ccccc4nc3n2CC2CCCO2)cc1 (stereo unspecified),-21,0,-1,·,·,0.2,-11,·
O=C(NCc1ccncc1)C1CCN(S(=O)(=O)c2cccc(C(F)(F)F)c2)CC1,3,1,-5,12,-1,0.1,1,1
Cc1cc(Cl)ccc1C(O)c1ncc(-c2ccc(C(F)(F)F)cc2)[nH]1 (stereo unspecified),0,-2,-9,-13,-7,0.3,-1,1
CC1(Cc2ccccc2F)C(=O)Nc2c(Cl)ccc(Cl)c21 (stereo unspecified),30,0,1,-12,29,-0.1,·,-4
COc1cccc(NC(=O)CCC2CCN(C(=O)c3cncs3)CC2)c1,7,1,4,6,0,0.0,-5,-2
O=C(COC(=O)COc1ccc(Br)cc1)NC1CCCC1,-8,-1,6,-3,5,0.0,-4,1
C=CCN(Cc1ccccc1)C(=O)[C@@H]1N(C(C)(C)C)C(=O)[C@H]2[C@H](C(=O)O)[C@@H]3C=C[C@]12O3,·,0,3,-9,·,·,-8,-6
COc1cc(-n2c(=O)c3ccccc3n(Cc3cccc(C)c3)c2=O)cc(OC)c1OC,-13,·,1,1,4,-0.1,-3,-3
Cc1cccc(N2C(=O)CC(SC(N)=Nc3ccccc3)C2=O)c1 (stereo unspecified),-16,-1,3,-27,·,0.1,-4,·
O=C(O)CC1(CC(=O)Nc2cc3ccccc3cn2)CCCCC1,17,5,-3,4,·,0.2,-4,-1
O=C(NC1CCCC1)C(C1CC1)n1c(-c2ccnc3ccccc23)nc2ccccc21 (stereo unspecified),20,1,1,·,·,0.1,·,·
CCC(C)NC(=O)CCC(=O)Nc1ccc2nc(N3CC(C)CC(C)C3)cc(C)c2c1 (stereo unspecified),-14,1,9,11,·,7.0,8,1
CCOC(=O)N1CCC(N2CC34C=CC(O3)C(C(=O)O)C4C2=O)CC1 (stereo unspecified),4,0,-2,2,3,0.3,-2,1
COC(=O)C(C)Sc1nnc2n(-c3cccc(C)c3)c(=O)c3c4c(sc3n12)CCCC4 (stereo unspecified),12,1,-8,0,-10,0.0,-2,0
CCOC(=O)C1CCN(C(=O)C2COc3ccccc3O2)CC1 (stereo unspecified),-5,-2,-2,·,15,0.2,-1,0
COc1ccc(Cl)cc1NC(=O)CN(C)C(=O)c1sc2ccccc2c1Cl,-4,3,2,-12,18,-0.1,4,1
C[C@]12C(=O)N(c3cccc(F)c3)C(=O)N1[C@H]1c3ccccc3OC[C@@H]1[C@H]2c1ccccc1,9,0,-3,-2,15,0.0,·,0
CC(C)(C)C1N=C(c2ccc3ccccc3c2)OC1=O (stereo unspecified),-4,3,3,4,-10,-0.3,·,1
O=C(O)c1cc(Cl)ccc1OS(=O)(=O)c1ccc(Cl)s1,-33,1,-2,1,0,0.1,0,0
CC12CCC3C(CCC4N(CCO)CCC34C)C1CCC2O (stereo unspecified),7,0,-1,-1,-9,0.0,0,-3
C/C(CC(=O)NCc1ccco1)=N\NC(=O)COc1ccc(C)cc1,13,-2,-7,·,·,0.0,-3,2
C[C@H]1CN([C@@H](C)CO)C(=O)c2cc(NS(=O)(=O)c3ccc(F)cc3)ccc2O[C@@H]1CN(C)Cc1ccc(C(=O)O)cc1,-10,2,1,12,·,-1.0,-2,1
COc1ccc(-c2nn(-c3ccccc3)cc2C(=O)N2CCN(C(=O)c3ccco3)CC2)cc1,-12,2,-8,8,-1,-0.1,2,-1
C[C@@H]1CN([C@@H](C)CO)C(=O)CCCn2cc(nn2)CO[C@@H]1CN(C)C(=O)Cc1ccccc1,25,·,·,4,5,-0.4,·,·
O=C1c2ccccc2S(=O)(=O)c2cc(C(=O)N3CCN(C(=O)c4ccccc4)CC3)ccc21,-4,·,·,7,-3,0.2,·,1
CN1CCN(c2ccc(CNC(=O)C3Cc4c(-c5ccc6c(c5)OCO6)ccnc4O3)cc2)CC1 (stereo unspecified),25,-3,9,·,-7,0.8,-6,0
O=C(NC[C@@H]1[C@@H](c2ccccc2)[C@@H](CO)N1CC1CCCC1)c1cccnc1,6,·,·,2,15,0.1,·,0
COc1ccc(F)cc1S(=O)(=O)N1CCC2(CC1)OCCN2S(=O)(=O)c1ccccc1,9,-1,1,·,-1,0.2,3,·
O=C(CN1CCOCC1)N1CCCCN2[C@@H](CO)[C@H](c3ccc(-c4ccccc4)cc3)[C@@H]2C1,-5,1,11,0,16,0.1,-2,0
COc1ccc(S(=O)(=O)N(C)C[C@@H]2Oc3ccc(NC(=O)Nc4c(C)noc4C)cc3C(=O)N([C@@H](C)CO)C[C@@H]2C)cc1,-7,-3,-1,-7,1,0.5,-5,2
CC1(C)CC(=O)N(c2cc(Cl)ccc2Cl)C(=O)C1,12,3,6,4,10,0.0,-3,4
COc1cccc(OC)c1C(=O)NC(=S)Nc1ccc2c(c1)Cc1ccccc1-2,12,-2,-8,·,3,·,-5,14

An excerpt from above, reduced to LGR2 antag.
SMILES | LGR2 antag
C[C@]12C(=O)N(c3cccc(F)c3)C(=O)N1[C@H]1c3ccccc3OC[C@@H]1[C@H]2c1ccccc1 | 9
O=C1c2ccccc2S(=O)(=O)c2cc(C(=O)N3CCN(C(=O)c4ccccc4)CC3)ccc21 | -4
COc1cccc(OC)c1C(=O)NC(=S)Nc1ccc2c(c1)Cc1ccccc1-2 | 12

Not all compounds are listed; rates above refer to the full screens.
